Bioassay records (PubChem)
MEX-5 binding: C. elegans MEX-5 TCR-2 RNA binding activity; activity score (negative = inhibition of binding), % at 10 µM; AID 1832; Q9XUB2; MEX-5/FITC-TCR2 RNA binding, fluorescence polarization; stronger effect = lower value; hit rate 0.38% among 300,000;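 active = inhibition past about -25% in most replicates, and total fluorescence under double the plate's negative control median, limit read from the data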;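 note: 0% = DMSO and -100% = 5 µM competing unlabeled TCR2 RNA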
GLD-1 TGE inh: GLD-1-TGE RNA interaction inhibition (C. elegans); Q17339; purified GLD-1 + fluorescein TGE RNA, fluorescence polarization; inhibition, % at 5.96 µM; hit rate 0.44% among 320,000; AID 2280;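 active = percent inhibition above a per-plate cutoff, the plate mean of test compounds plus 3 SD, cut at about 30% in these data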;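 note: 0% = DMSO wells with GLD-1 and probe and 100% = wells lacking GLD-1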
VLA-4 inh: inhibition in a human VLA-4 binding assay | P13612 | VLA-4 expressing cells, ligand binding flow cytometry | inhibition, % (about 7 µM as worked out from the volumes in the protocol) | hit rate 0.2% among 330,000 | AID 2557; in the data active = inhibition above about 50%
CIT2 TOR yeast: modulators of TOR pathway CIT2-GFP in S. cerevisiae. S. cerevisiae CIT2-GFP strain, flow cytometry, 3 h; 100 means same as DMSO wells. GFP response vs DMSO, % at 10 µM. hit rate 0.065% among 320,000. AID 2029;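 active = GFP response relative to DMSO above a set limit, near the screen mean plus 3 SD, cut at about 150% in these data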;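 note: ratio of well median GFP fluorescence to mean of DMSO wells on the plate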
Bcl-xL primary: Bcl-xL (human) inhibition; GST-Bcl-xL / FITC-Bim BH3 peptide fluorescence polarization; inhibition, % at 10.9 µM; hit rate 0.7% among 320,000;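 active = inhibition above the mean of all tested compounds plus 3 SD, cutoff set per campaign, cut at about 30% in these data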;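 note: 0% = DMSO wells and 100% = unlabeled Bim-BH3 peptide competitor; inhibitors lower millipolarization by displacing the labeled peptide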
Target sequence (Q07817 whole entry, looked up): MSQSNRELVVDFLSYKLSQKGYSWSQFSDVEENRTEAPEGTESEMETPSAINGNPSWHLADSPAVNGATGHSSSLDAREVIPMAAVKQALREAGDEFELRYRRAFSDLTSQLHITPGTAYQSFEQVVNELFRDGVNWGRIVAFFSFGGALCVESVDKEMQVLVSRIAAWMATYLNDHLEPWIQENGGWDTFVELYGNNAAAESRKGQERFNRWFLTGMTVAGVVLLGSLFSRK
AGP1 TOR yeast: alters AGP1-GFP fluorescence in TOR pathway yeast screen; S. cerevisiae AGP1-GFP multiplex flow cytometry, 3 h; GFP as percent of DMSO wells; GFP response vs DMSO, % at 10 µM; hit rate 0.02% among 320,000; AID 2066;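 active = GFP response relative to DMSO above a set limit, near screen average plus 3 SD, cut at about 150% in these data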;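 note: median GFP channel fluorescence of the gated AGP1 strain per well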
Fam108B inh: counter-screen for RBBP9 inhibitors: inhibitors of mouse Fam108B | recombinant Fam108B, FP-Rh probe fluorescence polarization | inhibition, % at 9.51 µM | hit rate 0.33% among 300,000;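 active = inhibition above the screen mean inhibition plus 3 SD, computed separately per campaign, cut at about 18% in these data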;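 note: inhibitors lower polarization as less probe binds the enzyme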
GRK2 inh: blocks RNA aptamer binding to human GRK2. AID 488847. bead flow cytometry, FAM-aptamer displacement from GRK2. inhibition of aptamer binding, % at 10 µM. hit rate 0.59% among 330,000. P25098;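 active = inhibition of aptamer binding above 40%, roughly 3 SD of noise, on plates passing a quality check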;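 note: median bead fluorescence of bound FAM aptamer so fluorescent compounds give negative values; no value below 0 was filed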
Target sequence (P25098 whole entry, looked up): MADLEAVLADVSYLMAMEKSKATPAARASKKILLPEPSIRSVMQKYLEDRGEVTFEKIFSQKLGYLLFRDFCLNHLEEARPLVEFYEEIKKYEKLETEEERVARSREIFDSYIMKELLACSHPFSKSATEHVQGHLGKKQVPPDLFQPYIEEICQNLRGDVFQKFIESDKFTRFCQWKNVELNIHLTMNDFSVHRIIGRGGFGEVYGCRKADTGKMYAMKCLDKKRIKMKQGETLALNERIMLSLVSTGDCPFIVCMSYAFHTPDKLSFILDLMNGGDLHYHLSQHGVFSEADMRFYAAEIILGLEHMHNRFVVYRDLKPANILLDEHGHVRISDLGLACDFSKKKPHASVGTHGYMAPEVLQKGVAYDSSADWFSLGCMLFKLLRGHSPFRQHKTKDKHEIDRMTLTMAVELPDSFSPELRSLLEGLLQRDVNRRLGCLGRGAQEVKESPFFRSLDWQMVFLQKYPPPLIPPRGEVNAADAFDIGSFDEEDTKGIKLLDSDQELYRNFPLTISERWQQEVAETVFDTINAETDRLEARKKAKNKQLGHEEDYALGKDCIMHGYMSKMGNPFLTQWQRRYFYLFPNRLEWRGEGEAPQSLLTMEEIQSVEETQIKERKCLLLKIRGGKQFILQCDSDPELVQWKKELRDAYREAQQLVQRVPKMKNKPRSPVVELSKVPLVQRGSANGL
MCL1-BIM inh: MCL1-BIM-BH3 interaction inhibition (human); Q07820; GST-MCL1 / FITC-Bim-BH3 fluorescence polarization; inhibition, % at 10.9 µM; hit rate 0.68% among 320,000; AID 2057;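 active = inhibition above the mean inhibition of all tested compounds plus 3 SD, set per campaign, cut at about 40% in these data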;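 note: 0% = DMSO wells and 100% = unlabeled Bim-BH3 peptide control; higher means more loss of mP so more displacement of Bim peptide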
Active calls of the source: *; . = no result given.

canonical_smiles	MEX-5 binding	GLD-1 TGE inh	VLA-4 inh	CIT2 TOR yeast	Bcl-xL primary	AGP1 TOR yeast	Fam108B inh	GRK2 inh	MCL1-BIM inh
O=C(CS(=O)CC(=O)NC12CC3CC(CC(C3)C1)C2)Nc1ccc(F)cc1 (stereo unspecified)	1.5	1	3	100	5	99	-3	5	9
CC(C)(C)c1nnc(NC(=O)C2c3ccccc3Oc3ccccc32)s1	-2.4	6	0	89	2	100	1	0	2
O=C(CSc1nnc(CNC(=O)c2c(F)cccc2Cl)o1)c1ccccc1	-2.7	-2	3	99	0	103	2	0	-2
Cc1ccc(NC(=O)CN2CCc3ccccc3C2)cc1S(=O)(=O)N(C)C	-0.3	6	11	89	1	96	3	0	-6
CN(C)S(=O)(=O)NCCNC(=O)c1cc(OCC(F)(F)F)ccc1OCC(F)(F)F	1.5	5	3	104	5	98	-2	2	9
NC(=O)CSc1nnc(-c2ccco2)n1-c1ccccc1	-4.0	-1	6	130	6	114	-3	1	4
Cc1cc(C)c(S(=O)(=O)N(CC(=O)O)CC(=O)O)c(C)c1	-1.2	1	-3	.	3	89	4	0	9
COC(=O)c1c(NC(=O)C(=O)NCCCN2CCOCC2)sc2c1CC(C)(C)OC2	1.5	5	17	84	5	88	-2	2	-4
CCc1nnc(NC(=O)CCc2ccccc2OC)s1	3.2	-1	9	104	0	105	-1	3	-7
Cn1c(NNC(=O)c2ccc(C(C)(C)C)cc2)cc(=O)n(C)c1=O	-0.1	-2	4	94	2	89	6	0	12
COc1cccc(-c2nc(C(=O)NCCCN3CCOCC3)cc3c2[nH]c2ccccc23)c1	-6.6	3	-1	93	6	96	-4	0	9
CC1=C(C(=O)OCCOc2ccccc2)C(c2ccc(C)o2)C2=C(CC(C)(C)CC2=O)N1 (stereo unspecified)	0.6	1	2	99	0	94	4	2	1
COc1ccccc1NC(=O)c1ccc(NS(=O)(=O)c2cccc3cccnc23)cc1	0.2	-4	-4	102	0	100	-12	1	8
Clc1ccc(CSc2ccc(-c3ccccn3)nn2)cc1	-0.8	6	10	93	9	98	5	4	12
COc1ccc(NC(=O)Cc2c(SC)c3ccccc3n2Cc2ccccc2)cc1	0.0	4	2	102	3	99	3	0	4
S=C(c1ccc(-c2ccc(Br)cc2)o1)N1CCOCC1	0.7	5	-33	105	-1	102	0	0	-4
O=C(NNC(=O)c1cc(-c2ccc(Cl)c(Cl)c2)nc2ccccc12)Nc1ccccc1	-1.8	5	-1	88	-1	90	-38	2	1
CCOC(=O)C(C)Sc1nc2c(c(=O)[nH]c(=O)n2C)n1C/C=C(/C)Cl (stereo unspecified)	0.8	-6	0	98	9	99	0	58*	18
CN1CCN(NC(=S)NC2CCCCC2)CC1	-0.3	8	13	103	0	98	1	4	12
CC(c1ccccc1)C1CC(=O)N(c2cc(Cl)ccn2)C1=O (stereo unspecified)	0.5	1	24	84	1	92	-2	3	-6
COC(=O)CCCCNC(=O)Nc1ccccc1	0.0	-6	12	.	-1	112	1	0	-7
CCc1cccc(C)c1NC(=O)CSc1nc(C)c(C)o1	-2.9	5	-4	104	3	101	0	0	2
CCOC(=O)N1CCN(C(=O)CSc2nnc(-c3c[nH]c4ccccc34)n2CCOC)CC1	1.0	0	1	91	-7	90	1	0	-6
O=C(NCCCN1CCCC1=O)c1cccc(S(=O)(=O)NCc2ccccc2)c1	-0.6	-6	3	102	-2	106	2	0	3
Cc1cc(C(C)(C)C)oc1C(=O)N(CC(=O)NC1CCCC1)Cc1ccccc1	-0.7	5	-46	88	-8	99	-12	0	-10
NC(=O)Cn1nnc(-c2ccc(CN3CCCCC3)cc2)n1	0.4	3	1	90	2	97	2	4	8
COc1ccc(C(=O)NC(=S)N(C)C2CCCCC2)cc1Br	-2.1	1	-3	101	5	104	3	0	11
O=C(CCS(=O)(=O)c1cccs1)Nc1ccc(C(=O)NCc2ccccc2)cc1	0.2	4	9	101	6	110	5	2	2
COCCCNC(=S)NNC(=O)c1cc(-c2cccnc2)nc2ccccc12	-1.5	.	-3	84	.	94	.	2	.
O=C(NCCc1ccc(Cl)cc1)c1cc(-c2ccccn2)nc2ccccc12	2.4	8	6	102	5	106	-4	3	6

(next part)
smiles | MEX-5 binding | GLD-1 TGE inh | VLA-4 inh | CIT2 TOR yeast | Bcl-xL primary | AGP1 TOR yeast | Fam108B inh | GRK2 inh | MCL1-BIM inh
O=C1c2ccccc2C(=O)N1CSc1nnc(Nc2ccccc2)s1 | 1.6 | 2 | 3 | 97 | -1 | 106 | 3 | 0 | 2
Cc1ccc(NS(=O)(=O)c2ccc3c(c2)CCC(=O)N3)cc1 | . | 1 | 7 | 110 | 1 | 121 | . | 0 | 2
Oc1ccccc1CN1CCN(C(O)(c2ccccc2)c2ccccc2)CC1 | 0.6 | -2 | -4 | 108 | 4 | 100 | 1 | 0 | 0
Cc1cc2oc3ccc(NCCCn4ccnc4)cc3c(=O)c2cc1C | -10 | -76 | -30 | 92 | -32 | 88 | 8 | 1 | -108
O=S(=O)(c1ccc2c(c1)C(O)c1ccccc1CC2)C(F)(F)F (stereo unspecified) | . | 1 | -8 | 108 | 2 | 103 | . | 0 | 2
CCOC(=O)c1c(-c2ccccc2)csc1NC(=O)CCN1C(=O)c2ccccc2C1=O | 0.1 | 4 | 43 | . | 5 | . | 0 | 3 | 9
COc1cc(/C=C/C(=O)N2CCOCC2)ccc1OCc1ccccc1 | 0.0 | 8 | -5 | 99 | -4 | 106 | 4 | 0 | -5
O=C(O)CCC(=O)N1CCN(c2nc3ccccc3s2)CC1 | -2.3 | 7 | 9 | 82 | -2 | 83 | 2 | 0 | 1
O=C(Nc1ccccc1)c1ccccc1OCc1cccc([N+](=O)[O-])c1 | -2.5 | 3 | -2 | 96 | -1 | 100 | -1 | 0 | 5
COC(=O)CCCC1=CC2=C(c3ccccc3)C(=O)C(C)(OC(=O)C3CCCC3)C(=O)C2=CN1Cc1ccc2c(c1)OCO2 (stereo unspecified) | -0.3 | 0 | -42 | 112 | 24 | 95 | 1 | 3 | 24
COc1ccc(OC)c(Nc2nc(-c3cccs3)cs2)c1 | -3.8 | -2 | -1 | 87 | -2 | 92 | 14 | 4 | 1
COc1ccc(CNC(=O)CSc2nnnn2Cc2ccccc2)cc1 | 2.0 | -29 | -10 | 101 | 6 | 98 | -1 | 1 | 0
CC1CN(C(=O)Cn2cnc3c2c(=O)n(C)c(=O)n3C)CC(C)O1 (stereo unspecified) | -2.7 | -2 | -5 | 98 | 1 | 107 | -1 | 0 | -3
CCCC(=O)NC(Nc1cc(C(F)(F)F)ccc1Cl)C(Cl)(Cl)Cl (stereo unspecified) | 2.5 | 6 | 16 | 91 | 8 | 104 | -1 | 0 | 4
COCCn1c(CN2CCN(c3ccc(OC)cc3)CC2)nc2c1c(=O)n(C)c(=O)n2C | 1.7 | -1 | 4 | 104 | 0 | 103 | -2 | 3 | -2
N#Cc1c(NC(=O)CCC(=O)O)sc2c1CCCC2 | 0.4 | 1 | 12 | 104 | 7 | 104 | -5 | 5 | 7
N#Cc1c(/N=C/c2cc(Br)cs2)sc2c1CCC2 | 0.2 | -2 | -3 | 104 | 9 | 100 | 4 | 27 | 11
O=C(Nc1ccsc1C(=O)O)c1ccc(Cl)cc1 | -2.1 | -6 | 4 | 101 | 15 | 95 | 5 | 2 | 2
COc1ccc([N+](=O)[O-])cc1NC(=O)CC(C)c1ccccc1 (stereo unspecified) | -1.5 | 9 | 5 | 83 | -2 | 87 | 3 | 2 | -2
Cc1ccc(S(=O)(=O)N2CCOCC2)cc1C(=O)Nc1c(C)n(C)n(-c2ccccc2)c1=O | -3.9 | 6 | 5 | 93 | 1 | 98 | -5 | 0 | 1
O=C(CCCN1C(=O)/C(=C/c2ccco2)SC1=S)Nc1ccccc1 | -3.5 | 1 | -7 | 95 | -1 | 98 | -7 | 0 | -1
CN(CC(=O)Nc1cccc(F)c1)C(=O)CN1C(=O)NC2(CCCCC2)C1=O | 1.4 | 0 | -10 | 113 | 2 | 106 | -6 | 0 | -1
O=C(Nc1ccccc1)c1ccco1 | 0.4 | . | 7 | 102 | . | 100 | . | 1 | .
CC(OC(=O)c1ccc(S(=O)(=O)N2CCOCC2)cc1)c1ccccc1 (stereo unspecified) | -0.4 | 3 | 16 | 104 | 4 | 103 | 6 | 0 | 2
COc1ccc(-c2cc(C(F)(F)F)nc(SCC(=O)N(C)Cc3cn(C)nc3C)n2)cc1OC | 0.4 | -3 | 11 | 99 | 5 | 99 | 7 | 2 | 2
COc1ccc(Nc2nc(-c3sc(NC(C)=O)nc3C)cs2)cc1 | -2.1 | 2 | -23 | 94 | 13 | 89 | 13 | 2 | 10
COc1ccc(CSc2nnnn2-c2ccc(O)cc2)cc1F | 1.4 | 0 | 0 | 97 | 0 | 106 | -3 | 0 | -3
COc1ccccc1N1CCN(C(=O)c2sc3ncnc(N4CCN(c5ccccn5)CC4)c3c2C)CC1 | -1.2 | -2 | -6 | 102 | -2 | 96 | -6 | 3 | 3
CCCN(CCC)CCNC(=O)c1cc2c(=O)n(C)c3ccccc3c2n1C | -1.3 | -5 | 12 | 85 | -2 | 94 | -1 | 0 | 2
O=C1CC(C(=O)N2CCc3ccccc32)CN1c1cccc(C(F)(F)F)c1 (stereo unspecified) | . | -6 | 4 | 115 | -4 | 113 | . | 1 | -5
COc1ccc(C(=O)O/N=C(\N)c2ccccn2)c(OC)c1 | 0.4 | -6 | 6 | 88 | -3 | 92 | 4 | 0 | -1
COc1cc(/C=N/NC(=O)COc2ccc([N+](=O)[O-])cc2)ccc1OCC(=O)N1CCOCC1 | -1.0 | 4 | 4 | 105 | 5 | 103 | 3 | 1 | 2
CCC(C(=O)NCCC1=CCCCC1)n1nc(C)c2c(C)n(-c3ccccc3)nc2c1=O (stereo unspecified) | -1.4 | 3 | 0 | 104 | -1 | 86 | 6 | 10 | 4

Fetched one by one from the list above:
smiles | MEX-5 binding | GLD-1 TGE inh | VLA-4 inh | CIT2 TOR yeast | Bcl-xL primary | AGP1 TOR yeast | Fam108B inh | GRK2 inh | MCL1-BIM inh
COc1ccc(CNC(=O)CSc2nnnn2Cc2ccccc2)cc1 | 2.0 | -29 | -10 | 101 | 6 | 98 | -1 | 1 | 0
CCCN(CCC)CCNC(=O)c1cc2c(=O)n(C)c3ccccc3c2n1C | -1.3 | -5 | 12 | 85 | -2 | 94 | -1 | 0 | 2
COCCn1c(CN2CCN(c3ccc(OC)cc3)CC2)nc2c1c(=O)n(C)c(=O)n2C | 1.7 | -1 | 4 | 104 | 0 | 103 | -2 | 3 | -2
O=C1c2ccccc2C(=O)N1CSc1nnc(Nc2ccccc2)s1 | 1.6 | 2 | 3 | 97 | -1 | 106 | 3 | 0 | 2
COc1ccc(C(=O)O/N=C(\N)c2ccccn2)c(OC)c1 | 0.4 | -6 | 6 | 88 | -3 | 92 | 4 | 0 | -1
COc1cc(/C=C/C(=O)N2CCOCC2)ccc1OCc1ccccc1 | 0.0 | 8 | -5 | 99 | -4 | 106 | 4 | 0 | -5
